TROY NFkB inh: inhibitors of TROY-dependent NF-kB signaling | inhibition, % at 10 µM | Q293 LMP1-TROYcd NF-kB luciferase reporter, 4 h | actives 0.98% (n = 360,000);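 active = compounds whose plate-normalised and pattern-corrected inhibition of the luciferase reporter signal at the single screening dose is 50% or more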
SRC3 inh: human NCOA3 inhibition | HEK293 GAL4-SRC3 luciferase reporter, luminescence | inhibition, % at 3.6 µM | actives 0.17% (n = 360,000) | AID 588352;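 active = inhibition above a per-campaign cutoff, the mean of all compounds plus 3 SD, cut at about 60% in these data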;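 note: 0% = DMSO-treated cells and 100% = gossypol-treated cells at 36 µM; higher means less SRC3-driven luciferase light from the GAL4 reporter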
TRAIL sens C8: caspase-8 TRAIL sensitization; actives 1% (n = 360,000); NB7+C8 cells + TRAIL, ATPlite viability luminescence; AID 624354; inhibition (viability loss, TRAIL sensitization), % at 10 µM;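 active = compounds causing at least 50% loss of cell viability in the single-dose screen, relative to plate controls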
TWEAK Fn14 block: blocks TWEAK-Fn14 interaction in a reporter cell assay; TWEAK-stimulated Fn14 reporter cells, luciferase luminescence, 8 h; inhibition, % at 10 µM; actives 2% (n = 360,000); in the data active = inhibition above about 50%
SRC1 inh: human NCOA1 inhibition; Q15788; HEK293 GAL4-SRC1 luciferase reporter, luminescence; actives 0.12% (n = 360,000); inhibition, % at 3.6 µM;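 active = inhibition above the campaign mean plus 3 SD, with each screening campaign given its own cutoff, cut at about 60% in these data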;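 note: 0% = DMSO treated cells and 100% = gossypol at 36 µM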
Target sequence (Q15788 whole entry, looked up, the tested form may be a part): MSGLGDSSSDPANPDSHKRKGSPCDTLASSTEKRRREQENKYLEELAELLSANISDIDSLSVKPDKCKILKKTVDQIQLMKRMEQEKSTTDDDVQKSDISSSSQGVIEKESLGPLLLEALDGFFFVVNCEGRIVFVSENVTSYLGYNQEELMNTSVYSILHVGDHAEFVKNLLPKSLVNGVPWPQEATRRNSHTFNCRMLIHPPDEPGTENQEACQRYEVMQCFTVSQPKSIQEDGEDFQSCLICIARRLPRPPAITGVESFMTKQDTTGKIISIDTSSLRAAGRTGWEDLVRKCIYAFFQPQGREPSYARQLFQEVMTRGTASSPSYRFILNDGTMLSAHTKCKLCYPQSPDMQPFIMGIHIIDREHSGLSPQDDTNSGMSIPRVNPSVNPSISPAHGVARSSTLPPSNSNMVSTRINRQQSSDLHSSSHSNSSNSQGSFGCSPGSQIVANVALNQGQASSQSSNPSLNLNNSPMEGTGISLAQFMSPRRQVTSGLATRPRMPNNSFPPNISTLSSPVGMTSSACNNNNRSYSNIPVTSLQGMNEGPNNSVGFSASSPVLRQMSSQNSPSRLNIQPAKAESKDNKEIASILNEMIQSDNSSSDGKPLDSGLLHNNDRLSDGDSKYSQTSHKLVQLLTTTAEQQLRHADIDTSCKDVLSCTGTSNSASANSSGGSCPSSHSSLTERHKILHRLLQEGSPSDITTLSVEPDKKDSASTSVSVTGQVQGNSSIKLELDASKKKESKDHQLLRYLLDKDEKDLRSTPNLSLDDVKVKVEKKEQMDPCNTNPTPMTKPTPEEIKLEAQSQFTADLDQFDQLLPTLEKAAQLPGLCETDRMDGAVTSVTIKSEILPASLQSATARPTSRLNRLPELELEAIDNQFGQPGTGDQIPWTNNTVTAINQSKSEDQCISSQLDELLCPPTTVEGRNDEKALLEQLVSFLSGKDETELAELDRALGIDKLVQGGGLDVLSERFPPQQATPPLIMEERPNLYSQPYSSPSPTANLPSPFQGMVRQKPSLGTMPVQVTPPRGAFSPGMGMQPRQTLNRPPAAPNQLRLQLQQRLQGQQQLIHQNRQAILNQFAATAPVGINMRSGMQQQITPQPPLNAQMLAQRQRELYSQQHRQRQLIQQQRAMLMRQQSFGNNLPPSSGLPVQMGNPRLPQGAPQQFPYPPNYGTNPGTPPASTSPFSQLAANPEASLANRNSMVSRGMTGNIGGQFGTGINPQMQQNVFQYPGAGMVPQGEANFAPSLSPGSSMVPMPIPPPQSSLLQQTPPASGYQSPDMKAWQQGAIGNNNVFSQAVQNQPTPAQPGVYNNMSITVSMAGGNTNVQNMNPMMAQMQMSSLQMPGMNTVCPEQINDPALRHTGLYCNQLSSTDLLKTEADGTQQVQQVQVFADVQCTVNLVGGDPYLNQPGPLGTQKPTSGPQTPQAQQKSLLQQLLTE
CF NFkB block: blocks PAF-induced NF-kB reporter in cystic fibrosis cells; actives 0.86% (n = 360,000); inhibition, % at 5 µM; KKLEB NF-kB-GFP reporter, GFP fluorescence overnight;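 active = at least 50% inhibition at 5 µM, scaled per plate between neutral and stimulator controls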;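 note: PAF is a Pseudomonas aeruginosa culture filtrate used as stimulus; plate controls were PAF-stimulated DMSO wells for no effect and unstimulated DMSO wells for full effect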
LRH-1 inv ag: NR5A2 inverse agonism in reporter assay. actives 0.13% (n = 360,000). O00482. HEK293T StAR-luciferase reporter, LRH-1 transfected, 24 h. AID 602396. inhibition, % at 3.6 µM;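 active = inhibition above the mean inhibition of all tested compounds plus 3 SD, cut at about 73% in these data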;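 note: 0% = DMSO wells and 100% = reporter-only cells lacking LRH-1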
NCOA2 inhibitor: human SRC2 (NCOA2) inhibition. inhibition, % at 9 µM. actives 0.17% (n = 370,000). AID 651957. HEK293 GAL4-SRC2 luciferase reporter, luminescence;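 active = inhibition above the mean inhibition of all tested compounds plus 3 SD, set per campaign, cut at about 52% in these data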;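 note: 0% = DMSO treated cells and 100% = cells given Gossypol at 36 µM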
KKLEB cytotox: counter-screen for CF NF-kB inhibitors: cytotoxicity; KKLEB CF airway cells viability, ATPlite luminescence, overnight; stronger effect = lower value; cells stimulated with P. aeruginosa culture filtrate; activity change (cytotoxicity), % at 5 µM; actives 0.36% (n = 360,000);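 active = corrected activity change at or below -50% at 5 µM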
LMP1 NFkB inh: Epstein-Barr LMP1 NF-kappaB reporter inhibition; inhibition, % at 12.5 µM; actives 0.69% (n = 350,000); LMP1-induced NF-kappaB luciferase reporter cells, luminescence; in the data active = inhibition above about 41%;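 note: 0% = neutral control wells and 100% = reference inhibitor control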
COUP-TFII inh: NR2F2 (human) inhibition, primary screen; actives 0.7% (n = 370,000); P24468; HEK293T NGFI-A luciferase reporter, luminescence; inhibition, % at 8.6 µM;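 active = inhibition above a per-plate cutoff, mean inhibition of test wells between control levels plus 3 SD, cut at about 38% in these data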;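 note: cells cotransfected with COUP-TFII expression vector driving the NGFI-A reporter; 0% = median of COUP-TF2 test wells and 100% = reporter-only cells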
Starred values were filed as active, the others as inactive; x = no result given.

| Structure | TROY NFkB inh | SRC3 inh | TRAIL sens C8 | TWEAK Fn14 block | SRC1 inh | CF NFkB block | LRH-1 inv ag | NCOA2 inhibitor | KKLEB cytotox | LMP1 NFkB inh | COUP-TFII inh |
| --- | --- | --- | --- | --- | --- | --- | --- | --- | --- | --- | --- |
| CCOC(=O)c1cc(-c2ccccc2)sc1NC(=O)CCN1C(=O)c2ccccc2C1=O | -3 | 5 | -10 | -1 | 13 | -7 | 7 | -6 | -13 | 12 | -2 |
| Cc1ccsc1/C=C1\Oc2cc(O)ccc2C1=O | -46 | -35 | -6 | -22 | -37 | -21 | -60 | -32 | 13 | -6 | -37 |
| Cc1ccc(C)n1-c1ccc(C(=O)NN)s1 | -5 | 6 | -1 | 0 | -7 | -8 | -1 | -22 | -5 | -1 | -16 |
| Cc1cccc(C)c1NC(=O)CSc1ncnc2nc[nH]c12 | 16 | 3 | 5 | -15 | 10 | -3 | 14 | -10 | -3 | -2 | 24 |
| COCCn1c(SC(C)C(=O)NCC2CCCO2)nc2sc3c(c2c1=O)CCC3 (centres undefined) | -13 | -22 | 2 | -7 | -3 | -17 | 18 | -13 | 10 | -3 | 11 |
| CCCNC(=O)c1cc(C2CCCCN2C(=O)c2ccc(C#N)cc2)on1 (centres undefined) | 4 | 4 | -3 | -11 | -13 | -40 | 10 | 2 | 5 | x | 1 |
| COC(=O)CSc1nc(N2CCOCC2)c2c(c1C#N)CC(C)(C)OC2 | -9 | 8 | -12 | -17 | -21 | -9 | 3 | -3 | -6 | -17 | -2 |
| O=C(Nc1ccc(F)cc1F)c1csc(-c2ccncc2)n1 | -12 | -13 | -10 | -12 | -29 | -18 | -19 | -20 | 12 | 0 | -19 |
| CCCCN(c1ccccc1)S(=O)(=O)c1cccc(C(=O)O)c1 | -10 | 3 | 3 | 3 | 2 | -2 | -4 | -16 | 0 | -1 | 11 |
| CCOc1ccccc1C=NN1CCCCCC1 | -28 | -5 | -3 | -27 | -8 | -3 | -4 | 10 | 1 | -6 | 0 |
| O=C(NCCOc1cccnc1)C1CCC(=O)N(Cc2ccccc2F)C1 (centres undefined) | -4 | 5 | 3 | -17 | -2 | 6 | -3 | -18 | 10 | -8 | -4 |
| CC(C)(C)NC(=O)COC(=O)c1cc(Cl)ccc1[N+](=O)[O-] | -13 | 14 | -9 | -4 | -117 | 17 | 8 | 15 | -4 | 2 | -8 |
| Cc1[nH]c2ccccc2c1C(=O)COC(=O)C1CCC1 | -43 | 6 | -7 | -17 | -13 | -5 | -16 | -3 | -11 | 2 | -2 |
| CCOc1ccc(NC(=O)N(Cc2ccc(C)cc2)Cc2ccccn2)cc1 | -18 | -43 | -3 | -13 | -5 | -4 | -10 | 6 | -6 | 6 | 6 |
| Nc1c(C(=O)C2CC2)sc2nc(-c3ccccc3)cc(C(F)(F)F)c12 | -74 | 2 | 2 | -10 | -1 | -96 | 6 | -8 | 0 | 4 | 9 |
| CC1(C(=O)NS(=O)(=O)C2CC2)CCCN(C(=O)c2ccco2)C1 (centres undefined) | 2 | 13 | -19 | -18 | -38 | 1 | 19 | 9 | -17 | x | 1 |
| O=C(CN1CCCN(Cc2ccc(F)cc2)S1(=O)=O)NC1CCCC1 | 4 | 16 | -5 | 6 | -7 | 14 | -15 | -9 | -4 | -6 | -1 |
| COc1ccccc1OCCCn1c(=O)sc2ccccc21 | -54 | -30 | -5 | -19 | -29 | 14 | -64 | -33 | -1 | -10 | -6 |
| NC(=O)CC[C@@H]1NC(=O)[C@@H]2CCCN2C(=O)c2cc([N+](=O)[O-])cc(I)c2NCCCC[C@@H](C(=O)NC(CC(=O)O)C(N)=O)NC1=O (some centres undefined) | 11 | 8 | -3 | 3 | 6 | -21 | 4 | x | 0 | 3 | x |
| O=C(Nn1c(Cc2ccccc2)nc2ccccc2c1=O)c1c(O)c2cccc3c2n(c1=O)CCC3 | 31 | 13 | -15 | 32 | -4 | -3 | 5 | -7 | -7 | 11 | -2 |
| CC1=NN(c2nc3ccccc3[nH]2)C(=O)C1Cc1ccccc1 (centres undefined) | -54 | 75* | 37 | 44 | 51 | 51* | 81* | x | -52* | x | x |
| COc1ccc(Cn2nnnc2C(c2cc3cc(C)ccc3[nH]c2=O)N2CCN(C)CC2)cc1 (centres undefined) | -27 | 19 | -2 | 10 | 3 | -1 | -3 | -24 | 14 | -20 | -5 |
| CCn1nc(NC(=O)C2CCCO2)c2cc3cccc(C)c3nc21 (centres undefined) | -32 | -15 | 6 | 12 | 11 | 20 | 7 | 9 | 1 | x | -24 |
| Cc1cnc(NC(=O)CC(C)c2ccccc2)s1 (centres undefined) | -34 | -7 | 27 | 5 | -9 | -8 | -19 | -33 | -4 | -23 | 18 |

Profiles, looked up by structure. Order of values: TROY NFkB inh | SRC3 inh | TRAIL sens C8 | TWEAK Fn14 block | SRC1 inh | CF NFkB block | LRH-1 inv ag | NCOA2 inhibitor | KKLEB cytotox | LMP1 NFkB inh | COUP-TFII inh
CCn1nc(NC(=O)C2CCCO2)c2cc3cccc(C)c3nc21 (centres undefined) as listed: -32 | -15 | 6 | 12 | 11 | 20 | 7 | 9 | 1 | x | -24
NC(=O)CC[C@@H]1NC(=O)[C@@H]2CCCN2C(=O)c2cc([N+](=O)[O-])cc(I)c2NCCCC[C@@H](C(=O)NC(CC(=O)O)C(N)=O)NC1=O (some centres undefined) as listed: 11 | 8 | -3 | 3 | 6 | -21 | 4 | x | 0 | 3 | x

Other entries.
| Structure | TROY NFkB inh | SRC3 inh | TRAIL sens C8 | TWEAK Fn14 block | SRC1 inh | CF NFkB block | LRH-1 inv ag | NCOA2 inhibitor | KKLEB cytotox | LMP1 NFkB inh | COUP-TFII inh |
| --- | --- | --- | --- | --- | --- | --- | --- | --- | --- | --- | --- |
| CCOc1ccc(NC(=S)Nc2ccccc2C2(C)CC2)cc1 | 11 | -1 | 8 | -10 | -8 | 15 | -9 | -20 | 4 | 3 | -10 |
| CCOc1ccc(-n2c(SCC(=O)NCc3ccco3)nc3ccccc3c2=O)cc1 | 13 | 12 | 0 | 19 | -5 | -6 | -2 | 11 | 2 | 4 | -3 |
| Cc1cc(C)c2oc(C(=O)NCCc3ccc(S(N)(=O)=O)cc3)cc(=O)c2c1 | 5 | 17 | -1 | -19 | -6 | 11 | 4 | -14 | -2 | 0 | 12 |
| O=S(=O)(Nc1cccc(-c2ccc(N3CCOCC3)nn2)c1)c1ccc(Cl)c(Cl)c1 | -21 | -28 | 16 | -7 | -22 | 6 | -35 | -9 | -27 | -2 | -22 |
| COc1ccccc1NC(=O)C1CC(C)OC1=O (centres undefined) | -31 | 16 | -2 | 4 | 0 | 15 | -9 | -22 | 4 | 6 | 2 |
| CCN(CC)C(=O)[C@H]1CC(CC(=O)NC/C=C(\C)CCC=C(C)C)C(=O)N2CCc3c([nH]c4ccccc34)[C@]12C (some centres undefined) | 15 | -13 | -11 | 9 | -14 | 36 | -15 | -3 | -3 | -1 | -35 |
| Cc1ccc(-n2c(Cc3cccs3)nnc2SCC(=O)Nc2ccc(S(N)(=O)=O)cc2)cc1 | 8 | 9 | -12 | -9 | -3 | -11 | -1 | -8 | 2 | -3 | 0 |
| CN(C)/C=C/C(=O)c1cnc(-c2ccccn2)s1 | -37 | -59 | 7 | 26 | -35 | 11 | 0 | -17 | -14 | -7 | -4 |
| CCN(CC)S(=O)(=O)c1ccc(C)c(NC(=O)COC(=O)CCC(=O)c2cccs2)c1 | 10 | 15 | -2 | -12 | -2 | 5 | -5 | -1 | -18 | 0 | -6 |
| CCOc1ccccc1NC(=O)c1ccc(CN2CCc3ccccc3C2)cc1 | -13 | -14 | -5 | -10 | 1 | -22 | 37 | 0 | 10 | 1 | 9 |
| CC(C)=C(NC(=O)c1ccccc1)C(=O)NCCCC(=O)O | -11 | 5 | -10 | 11 | 4 | 6 | 16 | 5 | -12 | -19 | 5 |
| COc1ccc(S(=O)(=O)N2CCCCC2)cc1C(=O)N1CCCCCC1 | -25 | 14 | -6 | -4 | -10 | -6 | 10 | 3 | -2 | -3 | -6 |
| O=C1CCCCN1CCC(=O)N1CCCC(N2CCN(c3ccccc3)CC2)C1 (centres undefined) | -5 | 0 | -1 | -2 | 5 | 9 | 7 | -13 | -2 | -1 | 1 |
| COc1ccccc1OCCNC(=O)c1ccc2c(c1)CCC2 | -17 | -59 | 8 | -19 | -64 | 15 | -52 | -24 | 2 | -22 | -53 |
| O=C(CCN1C(=O)/C(=C/c2ccccc2)SC1=S)Nc1cccnc1 | 14 | -11 | -3 | -25 | -40 | 16 | 6 | 2 | 2 | -5 | -8 |
| CCOc1ccc(N=C(C)c2ccccc2O)cc1 | 2 | 2 | -15 | 17 | -5 | 0 | 1 | 6 | 4 | 9 | 11 |
| O=C(CCCn1c(=S)[nH]c2cc3c(cc2c1=O)OCO3)NCc1ccccc1Cl | 11 | -2 | 2 | -15 | -9 | -9 | 1 | 3 | -5 | 6 | 11 |
| COc1ccccc1/C=C/C=N/N1CCN(Cc2cccc3ccccc23)CC1 | -18 | 6 | -5 | 3 | 9 | 7 | 22 | 2 | 6 | -4 | -6 |
| CCN(CC)S(=O)(=O)c1ccc2[nH]cc(C(=O)NC3CC3)c(=O)c2c1 | 5 | 9 | -14 | 46 | -47 | -4 | -10 | -25 | 4 | 9 | -8 |
| Cc1cc(NS(=O)(=O)c2ccc(NC(=O)CNS(=O)(=O)c3ccccc3)cc2)nc(C)n1 | 1 | 14 | -7 | 16 | -12 | -19 | 18 | 7 | -6 | 0 | -1 |
| O=C(COc1cccc(C(F)(F)F)c1)Nc1cccc(S(=O)(=O)NC2=NCCCCC2)c1 | -10 | 11 | 14 | 25 | 0 | -11 | -10 | -25 | 1 | 2 | 3 |

Another view of some results above.
Value order – TROY NFkB inh, SRC3 inh, TRAIL sens C8, TWEAK Fn14 block, SRC1 inh, CF NFkB block, LRH-1 inv ag, NCOA2 inhibitor, KKLEB cytotox, LMP1 NFkB inh, COUP-TFII inh
- O=C1CCCCN1CCC(=O)N1CCCC(N2CCN(c3ccccc3)CC2)C1 (centres undefined)
  -5, 0, -1, -2, 5, 9, 7, -13, -2, -1, 1
- COc1ccccc1OCCNC(=O)c1ccc2c(c1)CCC2
  -17, -59, 8, -19, -64, 15, -52, -24, 2, -22, -53
- O=C(CCN1C(=O)/C(=C/c2ccccc2)SC1=S)Nc1cccnc1
  14, -11, -3, -25, -40, 16, 6, 2, 2, -5, -8
